# phage Ecoli inh = E. coli growth loss with phage present; growth absorbance; inhibition, % at 11.9 µM; actives 0.26% (n = 360,000); AID 651602; in the data active means inhibition above about 11%
# PfHsp90 yeast 2 = growth inhibition of yeast expressing Plasmodium Hsp90. S. cerevisiae expressing PfHsp90, BacTiter-Glo ATP, 48 h; yeast lacking PDR1 and PDR3 efflux regulators. actives 0.32% (n = 310,000). inhibition, % at 9.4 µM;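 active means every replicate shows inhibition above about 80%, whatever the replicate mean, limit read from the data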;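 further: 0% = DMSO neutral controls and 100% = 20 µM radicicol positive controls; yeast relying on Plasmodium falciparum Hsp90 in place of its own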
# DSG3 Ab inh = inhibitors of pemphigus antibody binding to human desmoglein-3; P32926; binding (percent of control), % at 10 µM; AID 588358; DSG3-coupled beads, scFv-anti-DSG3-GFP binding, flow cytometry; stronger effect = lower value; actives 0.48% (n = 310,000);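 active means binding more than 3 SD below its plate's average and above zero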;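 further: hits lower antibody fragment binding to DSG3; some compounds called inactive have numbers as strong as hits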
# PKA-R1A act = PKA-R1A complex activation; AID 504707; PKA-R1A dissociation, Cy5-IP20 fluorescence polarization; scaled: DMSO 0%, 113 µM cGMP 100%; activation, % at 11.4 µM; actives 0.083% (n = 340,000); P00514+P68181;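 active means percent activation above the mean of all tested compounds plus 3 SD, cut at about 19% in these data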;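 further: higher means more PKAc released from R1A so a rise in polarization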
# AddAB inh = less growth of phage-infected E. coli with AddAB | E. coli expressing H. pylori AddAB, absorbance growth | inhibition, % at 11.9 µM | actives 0.29% (n = 330,000) | AID 435030; in the data active means inhibition above about 12%;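 further: 0% = vehicle wells of infected cells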
# Mot1-301 SUMO = inhibitors of SUMOylation pathway: yeast Mot1-301 growth rescue; S. cerevisiae Mot1-301 growth rescue, ATP luminescence, 38.5C; percent above DMSO median, 100 means doubled; growth rescue, % at 18.8 µM; actives 1% (n = 320,000); AID 2716;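 active means every valid replicate shows activation above 250% relative to neutral control wells; inactive means the rest, any valid replicate at or below 250%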;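 further: OY570 slx delta 5 strain wells were the positive control but not used for scaling; some compounds called inactive have numbers as strong as hits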
# HTR5A inv ctr = inverse agonist of human HTR5A in OPRM1-OPRD1 counter-screen | HTR5A cell line, luminescence, inverse agonism | AID 504634 | P47898 | inhibition, % at 9.3 µM | actives 0.083% (n = 340,000); in the data active means inhibition mostly above about 23%, no sharp cut-off; inactive means mostly below about 18%;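 further: 0% = cells with DMSO and 100% = no-cell wells with DMSO; some compounds called inactive have numbers as strong as hits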
# HTR5A ag = activates human HTR5A in OPRM1-OPRD1 agonist counter-screen. P47898. HTR5A agonist assay, luminescence, cell-based. activation, % at 9.3 µM. actives 0.61% (n = 340,000); in the data active means activation mostly above about 9.5%, no sharp cut-off; inactive means mostly below about 7.6%;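 further: 0% = cells with vehicle only and 100% = reference agonist; strong numbers were not always called active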
# Ecoli viability = bacterial growth inhibition, counter-screen for AddAB inhibitors; E. coli V3065 growth, OD600 absorbance, 18 h; inhibition, % at 11.9 µM; actives 0.27% (n = 330,000); AID 449728;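 active means inhibition above the campaign's mean inhibition across all tested compounds plus 3 SD, cut at about 9.9% in these data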;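 further: uninfected addAB+ strain grown without phage in ampicillin broth; 0% = DMSO wells and 100% = ciprofloxacin 0.95 µg/ml wells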
# MOR-DOR inv ag = inverse agonists of human mu-delta opioid receptor heterodimerization | actives 0.21% (n = 340,000) | AID 504357 | cell-based MOR-DOR heterodimer luminescence, inverse agonism | P35372+P41143 | inhibition, % at 9.3 µM; in the data active means inhibition above about 22%, passing the limit was not always enough;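 further: 0% = cells with DMSO and 100% = wells without cells with DMSO; values of inactives mirror those of a sister screen read the other way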
# Target sequence (P35372 whole entry, looked up): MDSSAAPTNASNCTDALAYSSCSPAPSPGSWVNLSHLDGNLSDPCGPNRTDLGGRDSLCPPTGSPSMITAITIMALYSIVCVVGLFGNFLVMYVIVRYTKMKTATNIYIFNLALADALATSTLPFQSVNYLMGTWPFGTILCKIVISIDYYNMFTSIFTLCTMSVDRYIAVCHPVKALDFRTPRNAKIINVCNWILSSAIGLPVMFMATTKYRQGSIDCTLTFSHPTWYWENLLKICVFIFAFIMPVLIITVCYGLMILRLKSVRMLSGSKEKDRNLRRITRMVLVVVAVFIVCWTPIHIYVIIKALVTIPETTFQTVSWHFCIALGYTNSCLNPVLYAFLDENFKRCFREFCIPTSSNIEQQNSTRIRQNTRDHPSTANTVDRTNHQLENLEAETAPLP
# Target sequence (P41143 whole entry, looked up): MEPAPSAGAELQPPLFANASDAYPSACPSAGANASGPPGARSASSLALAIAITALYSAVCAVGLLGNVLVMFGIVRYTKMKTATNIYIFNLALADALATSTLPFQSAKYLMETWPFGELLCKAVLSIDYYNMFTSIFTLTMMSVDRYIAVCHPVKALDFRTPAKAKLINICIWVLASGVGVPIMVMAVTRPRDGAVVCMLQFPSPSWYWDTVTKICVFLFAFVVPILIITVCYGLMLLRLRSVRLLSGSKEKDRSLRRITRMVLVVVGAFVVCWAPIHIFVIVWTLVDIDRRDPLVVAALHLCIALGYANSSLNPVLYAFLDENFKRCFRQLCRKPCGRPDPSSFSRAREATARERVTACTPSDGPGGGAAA
# MOR-DOR ag = agonists of human mu-delta opioid receptor heterodimerization; P35372+P41143; cells, OPRM1-OPRD1 heterodimerization, luminescence; activation, % at 9.3 µM; actives 0.3% (n = 340,000); AID 504326; in the data active means activation above about 18%;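 further: 0% = vehicle-treated cells and 100% = reference agonist; values of inactives mirror those of a sister screen read the other way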
# Starred values were filed as active, the others as inactive; . = not tested or not shown.
SMILES,phage Ecoli inh,PfHsp90 yeast 2,DSG3 Ab inh,PKA-R1A act,AddAB inh,Mot1-301 SUMO,HTR5A inv ctr,HTR5A ag,Ecoli viability,MOR-DOR inv ag,MOR-DOR ag
CCOC(=O)c1c(C)n(C)c2ccc(OC)c(NS(=O)(=O)c3ccc(Cl)s3)c12,3.2,17,95,-2,3.3,41,-4,3,0.4,1,-0.1
Cn1ccnc1SCC(=O)NCC(=O)Nc1ccc(F)c(F)c1F,1.2,7,103,6,-0.5,0,11,-4,-2.2,7,-1.9
COc1ccc(O)c(/C=N/NC(=O)c2cc(=O)[nH]c3ccccc23)c1,-1.1,-6,97,3,0.5,2,0,-7,-0.4,9,-1.9
COc1ccc(NC(=O)CC2C(=O)N(c3ccc(Cl)cc3)C(=S)N2CCc2ccccn2)cc1 (stereo unspecified),4.8,-5,126,-9,-1.2,307,2,0,-0.9,8,-1.5
COc1c(C)cccc1C(=O)Nc1ccc(CN2CCCCC2)cc1,3.9,8,101,0,0.8,7,-10,-3,3.9,0,0.0
COc1cccc(-c2ccc(SCC(=O)NC3CCCC3)nn2)c1,-1.8,3,108,1,4.0,-2,-15,4,0.3,3,-0.5
COc1ccc(C(=O)N2CCN(c3ccccc3OC)CC2)cc1,2.1,10,102,-16,2.8,2,-19,7,0.6,5,-0.9
Cn1c2ccccc2c2c(C(=O)O)cn(C3CCCC3)c(=O)c21,4.0,-2,102,5,-1.2,-3,-5,2,-0.6,11,-2.2
Cc1cc(C(=O)Nc2ccc(C#N)cc2)on1,-0.1,-24,101,-5,.,-1,-6,1,.,9,-1.8
CSc1nc(C)cc(Oc2ccc(=O)n(C)n2)n1,1.6,-17,96,1,1.5,-4,2,-4,0.8,20,-3.9
Cc1cc(C(=O)COC(=O)Cc2ccc(Cl)cc2)c(C)n1C,2.3,.,93,-3,1.1,10,0,0,1.7,4,-0.7
Cc1c(C(Nc2ccccn2)c2ccccc2)c(=O)n(-c2ccccc2)n1C (stereo unspecified),1.5,2,.,-5,4.0,-6,0,-2,2.6,8,-1.9
CCOc1ccc(NC(=O)CN(C)C(=O)c2c(C)nn(-c3ccccc3)c2Cl)cc1OCC,0.5,-9,106,1,2.4,-8,-13,-4,-0.3,12,-1.9
CCOc1ccc(C(=S)N2CCN(C)CC2)cc1,1.1,22,108,-7,1.0,3,2,-1,-2.3,5,-0.7
O=C(NCc1cccnc1)c1ccc(Br)s1,3.4,-29,99,-4,-2.2,25,-39,-6,-2.0,1,-0.2
OC(COCC(F)(F)C(F)(F)C(F)(F)C(F)F)Cn1c2ccc(Cl)cc2c2cc(Cl)ccc21 (stereo unspecified),.,-47,107,-6,1.6,7,20,1,-1.2,-55,11
Cc1cc(NC(=NC2CC2)c2ccccc2)n(-c2ccccc2)n1,4.1,0,105,-7,1.4,6,14,5,1.7,7,-1.5
COc1ccc(Br)cc1CNCC1CCCO1 (stereo unspecified),-1.3,3,98,-9,3.2,-14,4,-4,-4.6,6,-1.3
C[C@@]12C(=O)Nc3cc(Cl)ccc3C(=O)N1[C@H]1c3cc(Br)ccc3OC[C@@H]1[C@@H]2c1ccccc1,1.3,-21,91,-6,4.0,51,-6,0,0.3,3,-0.6
C=CCn1c(SCC(=O)Nc2sc3c(c2C#N)CCC(C)C3)nc2cc(C(=O)O)ccc2c1=O (stereo unspecified),2.4,-17,133,-10,-1.5,-5,2,0,-1.2,15,-2.9

# By substructure, the entries above with a COOH group.
SMILES,phage Ecoli inh,PfHsp90 yeast 2,DSG3 Ab inh,PKA-R1A act,AddAB inh,Mot1-301 SUMO,HTR5A inv ctr,HTR5A ag,Ecoli viability,MOR-DOR inv ag,MOR-DOR ag
Cn1c2ccccc2c2c(C(=O)O)cn(C3CCCC3)c(=O)c21,4.0,-2,102,5,-1.2,-3,-5,2,-0.6,11,-2.2
C=CCn1c(SCC(=O)Nc2sc3c(c2C#N)CCC(C)C3)nc2cc(C(=O)O)ccc2c1=O (stereo unspecified),2.4,-17,133,-10,-1.5,-5,2,0,-1.2,15,-2.9

# Later entries:
SMILES,phage Ecoli inh,PfHsp90 yeast 2,DSG3 Ab inh,PKA-R1A act,AddAB inh,Mot1-301 SUMO,HTR5A inv ctr,HTR5A ag,Ecoli viability,MOR-DOR inv ag,MOR-DOR ag
CN1CCC(N(C)C(=O)c2cc(S(=O)(=O)N(C)c3ccccc3)ccc2Cl)CC1,0.8,8,104,-9,-0.8,5,11,-5,0.2,5,-1.3
CC(=O)NC1(c2ccccc2)CCN(C(=O)N2CCOCC2)CC1,3.1,-9,110,-2,-0.1,6,-11,3,-1.4,8,-1.5
O=C(COC(=O)COc1ccccc1)NCc1ccccc1,-0.6,.,123,8,2.4,-8,11,-6,2.6,-1,0.2
Cc1ccc(C(=O)Nc2nc(=O)n(C)s2)cc1,4.7,8,99,10,3.5,1,-2,1,0.9,9,-1.7
CCc1ccccc1N(CC(=O)OC)S(C)(=O)=O,0.5,-11,91,-4,0.3,.,0,-3,-4.2,14,-2.3
CCCCNC(=O)C1CCN(C(=O)Nc2ccc(C)cc2)CC1,-0.6,.,.,-8,2.3,-13,-26,7,-1.8,7,-1.4
COc1ccc(/C=C(/C#N)C(=O)Nc2ccc(O)cc2)cc1C(=O)O,4.0,12,99,2,-1.7,.,25,3,-1.6,12,-2.4
COc1cc(CCCN2C(N)=NC[C@H]2Cc2ccc(O)cc2)cc(OC)c1OC,3.5,-1,98,-12,2.4,-11,1,-3,0.3,16,-2.8
CN1CCN(C(=O)c2ccccc2[N+](=O)[O-])CC1,-0.2,-12,109,-9,0.2,13,-3,1,2.4,18,-3.5
Cc1ccc(SCC(=O)OCC(=O)Nc2ccc3[nH]c(=O)[nH]c3c2)cc1C,1.7,-8,105,-3,-2.4,5,-1,-2,-3.5,-3,0.5
Cc1ccc(N(C)S(=O)(=O)c2cccc(C(=O)Nc3ccc(C)cn3)c2)cc1,3.7,-28,120,-4,-0.3,10,-15,6,-0.3,-7,1.3
CCN1C(=S)SC(=O)C1=C1C=C(C)N(Cc2ccco2)C(C)=C1,1.6,17,134,-6,-0.2,-7,32,1,1.3,8,-1.4
O=[N+]([O-])c1cccc(COc2ncnc3cc([N+](=O)[O-])ccc23)c1,1.7,-9,112,-2,4.3,-16,-21,7,0.9,-33,6.0
CCOc1ccc(-c2csc(NC(=O)CSCC(=O)O)n2)c2ccccc12,4.6,9,94,-7,0.0,16,-15,6,0.9,-21,3.8
COc1cccc(N(C(=O)c2csnn2)C(C(=O)NC2CCCC2)c2ccccc2)c1 (stereo unspecified),4.7,7,.,0,0.3,358,-11,4,1.4,6,-0.9
COC(=O)c1c(C)oc2ccc(OC(=O)c3cccs3)cc12,1.9,-3,109,-11,1.5,5,-7,0,0.1,-11,1.8
COc1ccc(-c2nc(CSCC(=O)N3CCN(C4CCCCC4)CC3)c(C)o2)cc1OC,3.0,-18,110,-5,-0.2,6,-3,1,-1.4,11,-2.1
CC(=O)NC1=CC(=C[N+](=O)[O-])C=C1O,1.4,11,.,5,.,.,-3,1,.,11,-2.2
Cc1cc(C(=O)N(C)CC2CCCN(CCc3ccc(F)cc3)C2)c(C)o1 (stereo unspecified),1.2,7,110,1,1.3,-6,1,3,1.6,7,-1.3
Cc1ccc(-c2nnc(SCC(=O)Nc3ccc4c(c3)oc3ccccc34)n2C)c(Cl)c1,2.9,33,.,-1,2.8,91,21,-7,4.3,12,-2.3
O=C(CCN1CCN(Cc2ccccc2)CC1)NNC(=O)Cc1ccc(Cl)c(Cl)c1,0.6,-2,.,4,2.0,17,-16,2,-0.9,-2,0.4
CC(=O)NC(CC(=O)O)c1ccc([N+](=O)[O-])cc1 (stereo unspecified),-0.1,-2,97,1,1.5,74,3,6,2.3,6,-1.2
COc1cc(/C=C/C(=O)OCC(=O)c2c[nH]c3ccccc23)ccc1OC(F)F,2.5,-3,97,6,4.9,15,36,2,1.9,-33,6.2
OC(COCc1ccc(Cl)cc1)CN1CCN(CC(O)COCc2ccc(Cl)cc2)CC1 (stereo unspecified),3.1,.,101,-5,3.7,12,12,3,-2.0,1,-0.3
CC(C)OCCCNC(=S)NNC(=O)c1ccc(Cl)c(Cl)c1,4.9,-13,100,-11,3.1,-8,21,9,1.4,8,-1.4
Cc1ccccc1NS(=O)(=O)c1ccc(C)c(C(=O)N2CCOCC2)c1,2.0,9,110,-9,-0.2,12,5,-1,-0.2,-3,0.6
COc1ccc(-c2cc3ncnc(Cl)c3s2)cc1,0.8,7,113,1,4.8,9,-6,2,1.6,8,-1.4
COc1ccc(OCCC(=O)Nc2cc3c(cc2C(=O)O)OCCCO3)cc1,-0.5,-14,96,-3,.,.,-72,15*,.,2,-0.4
CCC1CCCCN1CCCNC(=O)c1ccc2nc(N3CCC(C)CC3)sc2c1 (stereo unspecified),1.6,-1,112,8,-0.8,-21,-12,-4,-0.2,8,-1.5
Cc1ccc(CNCCC2=CCCCC2)cc1,5.3,3,100,0,1.7,-8,-8,1,-0.5,-19,3.6
COC(=O)[C@@H]1C[C@@]2(O)[C@H](O)[C@H](O)[C@H](O)C[C@H]2N1Cc1ccc(C)s1,2.1,5,102,5,1.0,-1,7,0,-1.0,6,-1.1
O=C(Nc1ccccc1)C1CCCN1S(=O)(=O)c1ccc(Br)cc1 (stereo unspecified),0.2,15,107,-1,-0.6,-7,12,-5,0.6,10,-3.0
O=C(Nc1ccccc1O)c1cccc(S(=O)(=O)Nc2ccccc2O)c1,2.4,6,100,-5,3.1,148,-5,6,-0.8,-16,3.3
O=C(O)c1c2c(nc3ccccc13)-c1ccccc1CC2,1.7,-12,77,-9,1.7,3,18,-7,-1.3,-6,1.1
O=C(O)C1C2C=CC(C2)C1C(=O)Nc1ccccc1Br (stereo unspecified),2.4,5,101,-12,5.7,101,6,-2,0.3,9,-1.8
COc1ccc(N=C2SC(CC(=O)Nc3ccccc3)C(=O)N2Cc2ccco2)cc1 (stereo unspecified),2.5,0,96,1,2.3,-19,-8,3,0.6,-17,3.2
COc1ccc(Cl)cc1NS(=O)(=O)c1cn(C)nc1C,2.0,0,.,7,0.9,-2,8,1,-0.2,6,-1.1
CC(CNC(=O)c1cc(COc2c(F)cccc2F)on1)c1ccccc1 (stereo unspecified),0.9,0,.,1,2.7,1,-6,1,2.2,-20,3.7
CC(C)(C)c1cc(C(=O)NN)n(Cc2ccc(Cl)cc2Cl)n1,-0.4,24,98,-6,6.0,207,-13,2,-0.1,3,-0.7
CN1CC=C2C(C#N)=C(N)C(C#N)(C#N)[C@H](c3ccoc3)[C@H]2C1,.,-29,101,6,3.3,0,2,-1,0.9,3,-0.6
COc1ccc2c(C(=O)NCCCCO)c(-c3ccc(S(C)(=O)=O)cc3)sc2c1,-0.2,-7,103,-9,-1.6,-1,-16,4,-2.2,3,-0.5
O=P(Cc1cc[n+]([O-])cc1)(c1ccccc1)c1ccccc1,2.0,-10,106,3,0.9,4,-2,-4,-0.2,9,-1.6
O=C(CN(c1ccc(F)cc1)S(=O)(=O)c1ccccc1)NC1CC2CCC1C2 (stereo unspecified),1.7,0,91,-5,0.7,-12,6,3,1.6,6,-1.2

# From PubChem
